# Nrf2 inh: Nrf2 pathway inhibition. A549 ARE-Fluc reporter, luciferase luminescence, 18-24 h. Potency, µM (series often up to 46 µM), without a hit: at the highest dose activity change, negative = inhibition, most hits filed as inhibitors. 2.1% of 360,000 active; note: potency is the fitted concentration of half-maximal effect; % is set by controls: 0 for no effect and ±100 for the full control effect; nearly all actives have a fitted effect of over 60% in size
#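 Two sequential reads on A549 ARE_Fluc cells exposed to compound for 18-24 h: a CellTiter-Fluor fluorescence read for viability, then a luciferase luminescence read for Nrf2/ARE activity.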
# TGFb SMAD3 inh: TGF-b pathway inhibition; HepG2 CAGA-GFP TGF-b/SMAD3 reporter, GFP fluorescence, 18 h; TGF-beta stimulated, 500 pg/mL final; Potency, µM (series often up to 46.1 µM), for the others: at the top dose activity, negative = inhibition, usual class: inhibitors; 1.2% of 410,000 active; note: potency is the fitted concentration of half-maximal effect; % is set by controls: 0 for no effect and ±100 for the full control effect; nearly all actives have a fitted effect of over 65% in size
#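 HEPG2 CAGA-GFP reporter cells (1000/well, DMEM with 1% FBS) received compounds, then recombinant TGF-beta at 500 pg/mL final for 18 hours at 37 degrees C. Per-cell GFP summed per well was normalised to unstimulated and stimulated DMSO controls before curve fitting.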
# Nrf2 activator: Nrf2 pathway activation; AREc32 ARE-luciferase reporter (MCF7-derived line), luminescence, 24 h; Potency, µM (series often up to 46.1 µM), for the others: at the highest dose activation, actives largely listed as activators; 0.31% of 410,000 active; note: potency is the fitted concentration of half-maximal effect; % of control where 0% means no effect; nearly all actives have a fitted effect of over 65% in size
#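 Steps: seed AREc32_Fluc cells (1000/well, 5% FBS OPTI-MEM); incubate overnight at 37 deg C; add 23 nL compound; incubate 24 hr; add Steady-Glo; hold 30 min RT; read luminescence.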
# S2 tox: viability counter-screen for ATXN expression inhibitors | S2 cells (HEK-293 line with an ATXN2-luciferase reporter) viability, CellTiter-Fluor protease fluorescence, 24 h | Potency, µM (titrated, usually from 56.7 µM), hits mostly cytotoxic | 0.49% of 400,000 active; note: potency is the fitted concentration of half-maximal effect; nearly all actives have a fitted effect of over 40% in size
# A549 viability: counter-screen for Nrf2 inhibitors: cytotoxicity in A549 cells. A549 ARE-Fluc cells, CellTiter-Fluor viability, 18-24 h. Potency, µM (series often up to 46 µM), for inactives: at the highest dose activity change, negative = cytotoxicity, hits mostly inhibitors. 0.16% of 390,000 active. AID 504648; note: potency is the fitted concentration of half-maximal effect; % is set by controls: 0 for no effect and ±100 for the full control effect
#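 A549 ARE_Fluc cells in 5% FBS OPTI-MEM were exposed to compounds in concentration-response for 18-24 h at 37 deg C. Viability was read by CellTiter-Fluor fluorescence (Ex 405/Em 525) after 30 min, before the luciferase read.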
# HepG2 tox: kills HepG2 cells in TGF-b inhibitor counter-screen; HepG2 CAGA-GFP viability, ATP luminescence, 18 h; Potency, µM (top dose mostly 46.1 µM), inactives show at the top dose activity change, negative = cytotoxicity, usual class: cytotoxic; 0.76% of 410,000 active; AID 588856; note: potency is the fitted concentration of half-maximal effect; some results filed as inactive show a strong effect at the top dose
#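 CellTiter-Glo luminescence gave cytotoxicity after 18 hours at 37 degrees C. The cells were HepG2 CAGA-GFP in 1% FBS DMEM, stimulated with 500 pg/mL TGF-beta after compound addition. %Activity was normalised to no-cell wells (complete cell-killing) and DMSO (no toxicity), and curves were fitted and classified.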
# IL1B secr inh: inhibitors of inflammasome signaling (IL-1 beta secretion). THP-1 LPS/ATP IL-1B secretion, AlphaLISA, 16 h; active compounds read low. activity change, % at 57.5 µM. 4.7% of 360,000 active; in the data active = activity change below about -50%; inconclusive = mostly about -30% to -49%; note: % is set by controls: 0 for no effect and ±100 for the full control effect
#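 THP-1 cells pretreated 1 hr with compounds (up to 57.5 uM final), then stimulated with LPS (250 ng/mL final) plus ATP (1.25 mM final); secreted IL-1B measured by AlphaLISA after 16 hr, decreased signal indicating inhibition.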
# MCF10A rerep: induces DNA re-replication in MCF 10a normal breast cells | MCF 10A DNA re-replication, Hoechst nuclear intensity, 48 h | Potency, µM (top dose mostly 46.1 µM), for the others: at the top dose activity, positive = re-replication, most hits filed as activators | 2.9% of 350,000 active; note: potency is the fitted concentration of half-maximal effect; % of control where 0% means no effect; nearly all actives have a fitted effect of over 50% in size
# ATXN2 expr inh: inhibitors of ATXN2 expression | HEK-293 ATXN2-luciferase reporter, luminescence, 24 h | Potency, µM (titrated, usually from 57 µM), without a hit: at the highest dose activity change, negative = inhibition, hits mostly inhibitors | 0.72% of 360,000 active | AID 1745845; note: potency is the fitted concentration of half-maximal effect; % is set by controls: 0 for no effect and ±100 for the full control effect; nearly all actives have a fitted effect of over 55% in size
#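 ATXN2-luciferase reporter cells (luciferase flanked by upstream and downstream ATXN2 gene portions) were treated 24 h at 37 °C with compounds at up to 57 uM. SteadyGlo luminescence gave expression; GF-AFC fluorescence gave viability.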
# The depositor's hits bear a star; i = inactive; ? = inconclusive; . = no result given; & = joins results of further samples; [ ] = dose if it differs, or a comment. Unless noted, calls come from the whole dose curve; as a rule, active = well fitted curve in the direction sought with a large enough effect; inconclusive = small, poorly fitted or top-dose-only effect, or another doubt; inactive = no such curve, though single readings can be large; an effect the other way counts as inactive or inconclusive.
SMILES,Nrf2 inh,TGFb SMAD3 inh,Nrf2 activator,S2 tox,A549 viability,HepG2 tox,IL1B secr inh,MCF10A rerep,ATXN2 expr inh
CCOC(=O)N1CCN(C(=O)Cn2nc(C)n3nc(-c4ccc(OC)cc4)cc3c2=O)CC1,-2%,-5%,0.1%,i,0%,-8%,4,2%,.
CCn1c(SCc2cc(=O)n3ccsc3n2)nc2ccccc21,3%,8%,0.8%,i,1%,55%,12,-2%,2%
O=C(CCNC(=O)c1ccc(Br)cc1)Nc1ccccc1N1CCCC1,-10%,-4%,-0.5%,?,-4%,-28%,1,5%,7%
COc1cccc(NC(=O)CSc2nnc(-c3cccs3)o2)c1,21%,18%,16%,.,4%,-24%,.,.,.
CCOC(=O)N1CCN(Cc2ccc(OCC(O)CN3CCCCC3)cc2)CC1 (stereo unspecified),1%,34%,-1.0%,?,-19%,-3%,50,16%,41%[activator]
CC(C)c1nnc(NC(=O)COc2ccc3c(c2)OCO3)s1,?,-4%,4.5%,i,-13%,3%,-11,?,-10%
COc1ccccc1CNC(=O)c1ccc(NC2=NC3CS(=O)(=O)CC3S2)cc1 (stereo unspecified),14%,2%,-0.4%,i,-3%,10%,-15,-2%,3%
COc1ccc(CNC(=O)CN(Cc2ccccc2)S(=O)(=O)c2ccc(Cl)cc2)cc1,-22%,?,0.0%,i,3%,0%,-16,-1%,-10%
COc1ccc(OC)c(NC(=O)CCN2CCC(C)CC2)c1,0%,2%,-0.1%,i,?,-25%,-4,5.2µM*,-6%
CC(C)CCNC(=O)CCSCCC(=O)NCCC(C)C,1%,?,-0.4%,i,-5%,-17%,21,7%,1%
CCCNc1c(NC(=O)COc2ccc(Cl)cc2)c(=O)oc2ccccc12,-1%,8%,0.5%,?,-2%,3%,-20,5%,-24%
Cc1cccc(C)c1NC(=S)N(Cc1cccnc1)Cc1ccccc1Cl,2%,0%,0.3%,i,-1%,-12%,-17,-3%,8%[11.3 µM]
COc1ccc(CCC(C)NCc2ccc(C(F)(F)F)cc2)cc1 (stereo unspecified),0%,-1%,0.4%,?,-5%,-37%,-2,?,.
Cc1cccc(C)c1-n1nnnc1C(c1ccnc2ccccc12)N1CCN(C(=O)OCc2ccccc2)CC1 (stereo unspecified),.,.,-0.4%,i,.,.,12,.,13%
CCOC(=O)c1ccc(NC(=O)c2cnn(-c3ccc(C)cc3C)c2C2CCN(C(=O)OC(C)(C)C)CC2)cc1,-23%,9%,-1.0%,?,1%,0%,.,.,-6%
Cc1cc(C)c(S(=O)(=O)Nc2ccc3oc(C)c(C(=O)OC(C)C)c3c2)cc1C,?,?,0.0%,?,0%,-58%,.,.,?
COc1ccc(OC)c(N2C(=O)CC(Cc3ccc(Cl)cc3)C2=O)c1 (stereo unspecified),-9%,-3%,-1.0%,i,4%,-15%,-5,-2%,-8%
CCOC(=O)c1c(-c2ccc(F)cc2)csc1NC(=O)CCN1C(=O)c2ccccc2C1=O,-12%,11%,-0.2%,i,2%,-1%,16,0%,0%
O=C(COC(=O)c1nc(Cl)ccc1Cl)Nc1cccc(S(=O)(=O)N2CCOCC2)c1,14%,-14%,-0.8%,i,1%,0%,2,4%,10%
CC(C)(C)OC(=O)N(Cc1ccccc1)Cc1ccc(OCc2cccc(NC(=O)C3CC3)c2)cc1,?,-29%,3.5%,i,2%,-34%,-14,?,-18%
CS(=O)(=O)N(CC(=O)NCCSc1ccc(Cl)cc1)c1ccc2c(c1)OCO2,-6%,16%,0.0%,i,2%,19%,-17,-3%,-9%
COc1ccc(NC(=O)c2ccc(CNS(=O)(=O)c3cccc(OC)c3)cc2)cc1,-15%,3%,-0.4%,?,-2%,-18%,0,14%,-19%
COC(=O)[C@@]1(Cc2ccc(F)cc2)[C@H]2c3cc(C(=O)N(C)C)n(Cc4ccc(C)c(F)c4F)c3C[C@H]2CN1C(=O)c1ccccc1,.,.,-0.2%,?,.,.,-75*,.,?
CC(=O)N(C)c1ccc(NC(=O)c2ccc([N+](=O)[O-])cc2Cl)cc1,-4%,-3%,-0.3%,?,18%,-2%,24,2%,1%
Nc1nnnn1N=C1CCCCC1,5%,-10%,-0.7%,i,-7%,1%,-2,0%,5%
O=C(N/N=C/c1ccc(N2CCOCC2)cc1)c1cccs1,?,-12%,3.3%,i,2%,-15%,1,3%,13%
CCCCC(CC)CNC(=O)c1ccc2c(c1)OCO2 (stereo unspecified),7%,3%,0.1%,i,6%,-8%,-17,-13%,12%
O=[N+]([O-])c1cccc(Cl)c1N1CCOCC1,-4%,0%,-0.8%,i,-5%,0%,11,-2%,-2%
COc1cccc(NC(=O)C(=O)c2cn(CC(=O)N3CCOCC3)c3ccccc23)c1,?,-3%,4.6%,i,-10%,-19%,-4,3%,.
COc1ccccc1N(CN1CCCC1=O)C(=O)c1c(F)cccc1F,3%,0%,-0.4%,i,23%,-4%,4,8%,-7%
Cn1c(-c2ccc(C#N)cc2)c(C#Cc2ccccc2)c2ccccc21,26%,8%,13%,.,?,-1%,5,?,15%
CC(Sc1nncs1)C(=O)Nc1ccc(Cl)cn1 (stereo unspecified),-7%,38%[activator],-1.0%,i,1%,2%,-13,-6%,-9%
Cn1nc(C(=O)NCc2ccccn2)c2ccccc2c1=O,5.8µM*,9%,4.7%,i,-5%,-14%,-11,3%,5%
CCn1cnc2sc(C(=O)N3CCN(c4ccc(OC)cc4)CC3)c(C)c2c1=O,-2%,1%,0.2%,i,2%,2%,0,0%,-7%
CCOc1ccc(C(=O)c2cn(CC(=O)Nc3ccc(C)c(C)c3)c3ccc(OCC)cc3c2=O)cc1,3%,-10%,-0.8%,i,-2%,2%,.,.,4%
Cn1c(=O)cc(SCC(=O)NCc2ccc(F)cc2)c2cc(Cl)ccc21,8%,1%,-1.6%,i,-4%,5%,.,.,-8%
Cc1cccc(NC(=O)CN2CCN(C(=O)c3ccc(OCc4cn5ccccc5n4)cc3)CC2)c1C,-12%,-7%,-0.4%,i,0%,-10%,?,12%,-19%
CC(=O)/C=C(/C)NC(Cc1c[nH]c2ccccc12)C(=O)O (stereo unspecified),12%,6%&0%,0.6%&1.9%,?,0%&-7%,7%&45%,14&11,-2%&-9%,5%&-1%
COc1ccc(CN(C(=O)Nc2cccc(Cl)c2)c2ccccn2)cc1OC,-5%,-32%,6.6%,i,-14%,-17%,.,.,4%
CCO/C=C1/C(=O)N(C(C)=O)c2ccccc21,2%,2%,0.2%,i,-11%,3%,12,8%,3%
CCOC(=O)c1sc(=S)n(-c2ccccc2)c1N,22%,0%,0.5%,i,11%,3%,-15,2%,2%
CCc1nnc(SCC(=O)Nc2nc(C)c(C(=O)N(C)C)s2)n1CC,4%,7%,0.6%,i,0%,5%,0,-4%,0%
Cc1cccc(-c2nc3c4ccccc4nc(N4CCN(c5cccc(Cl)c5)CC4)n3n2)c1,?,?,0.4%,.,6%,4%,.,.,.
COc1ccc(Cl)cc1CN1C(=O)C(Cc2ccccc2)ON=C1C (stereo unspecified),.,3%,2.9%,i,.,-12%,-19,.,-18%
COCCSc1ccccc1C(=O)N1CCOCC1,4%,9%,0.0%,i,2%,-3%,-2,-2%,0%
Cc1nc2sc(C(N)=O)c(N)c2c2c1CCCC2,19%,?,0.2%,i,1%,20µM*,-95*,?,11%
N#Cc1ccccc1S(=O)(=O)N1CCN(C(=O)c2cc3c(s2)CCC3)CC1,-6%,-12%,1.2%,i,15%,-42%,0,-1%,-4%
COc1cccc(CNC(=O)C2CCCN(c3nc4ccccc4o3)C2)c1 (stereo unspecified),2%,-1%,0.2%,i,9%,2%,0,-1%,9%
CSc1nn(-c2ccc(C(=O)OCC(=O)NC(=O)NC(C)C)cc2)c(=S)s1,-13%,-3%,1.4%,i,1%,17%,-13,3%,8%
O=C1NCCCc2nonc21,8%,-1%,-0.4%,i,0%,9%,-1,-7%,0%
# Following part.
SMILES,Nrf2 inh,TGFb SMAD3 inh,Nrf2 activator,S2 tox,A549 viability,HepG2 tox,IL1B secr inh,MCF10A rerep,ATXN2 expr inh
CCCCC(O)CN1CCC(c2ccccc2)CC1 (stereo unspecified),12%,-1%,0.1%,i,4%,-39%,-1,4%,-10%
COc1ccc(C2(C(=O)NCc3ccco3)CCCC2)cc1OC,1%,3%,-0.4%,i,0%,3%,17,0%,3%
O=C(CSc1ccccc1)NC1CC1,.,1%,-0.1%,i,.,-22%,3,.,.
Cc1nnc(NC(=O)c2cccc(S(=O)(=O)N3CCN(C)CC3)c2)s1,4%,1%,0.7%,i,7%,24%,16,2%,-2%
Cc1nc2cc(NS(=O)(=O)c3cccc4cccnc34)ccc2s1,26µM*,0%,0.5%,i,1%,-9%,-14,?,-14%
CCNC(=S)N(Cc1cc2c(C)ccc(C)c2[nH]c1=O)C1CCCC1,6%,-13%,-0.8%,i,7%,-6%,-3,?,-26%
CN(C)/C=C/C(=O)c1ccncc1,-21%,13%,2.3%,i,-21%,-1%,0,-2%,-7%
Cc1ccc(NC(=O)CSc2ncn[nH]2)c([N+](=O)[O-])c1,-10%,-12%,-0.7%,i,-1%,-1%,-22,-1%,8%

# Only Nrf2 inh, Nrf2 activator and MCF10A rerep, for 4 of the compounds above:
Compound | Nrf2 inh | Nrf2 activator | MCF10A rerep
CCCCC(O)CN1CCC(c2ccccc2)CC1 (stereo unspecified) | 12% | 0.1% | 4%
COc1ccc(C2(C(=O)NCc3ccco3)CCCC2)cc1OC | 1% | -0.4% | 0%
O=C(CSc1ccccc1)NC1CC1 | . | -0.1% | .
Cc1nnc(NC(=O)c2cccc(S(=O)(=O)N3CCN(C)CC3)c2)s1 | 4% | 0.7% | 2%
